Statin myotox sup – suppressors of statin myotoxicity in C2C12 myotubes, primary screen, cell-based, single point, plate reader; C2C12 myotubes + simvastatin, ATP luminescence, 48 h; scaled: DMSO 0, geranylgeraniol control 100; rescue of ATP level, % at 7.49 µM; 330,000 tested, 0.78% active; AID 602340, 2012;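 active = mean ATP rescue above about 67%, or every replicate alone reaching that limit, limit read from the data, passing the limit was not always enough; inconclusive = no clear call, values can overlap the other calls; inactive = mean under the limit and some replicate under it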;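 note: myotubes were challenged with 10 µM simvastatin during compound exposure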
DENV2 CPE rescue – inhibitors of DENV2 cytopathic effect, primary screen, cell-based, plate reader, single concentration; DENV2-infected cells, cytopathic effect rescue; CPE inhibition, % at 9.99 µM; 350,000 tested, 1.7% active; in the data active = CPE inhibition above about 20%, passing the limit was not always enough; inconclusive = no clear call, values can overlap the other calls; tested in BHK-21 cells;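 note: 0% = median of neutral control wells and 100% = median of positive control wells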
ERp5 inh – inhibitors of ERp5-driven insulin aggregation, primary screen, biochemical, turbidity, absorbance 650 nm, single point; 90 min; inhibition, % at 9.99 µM; Protein disulfide-isomerase A6 (Homo sapiens), Q15084; 350,000 tested, 0.05% active; AID 651711, 2012;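 active = mean replicate inhibition above about 25%, with every replicate also reaching it, limit read from the data, passing the limit was not always enough; inconclusive = only one of those two criteria met; inactive = neither criterion met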
Target sequence (Q15084 whole entry, looked up): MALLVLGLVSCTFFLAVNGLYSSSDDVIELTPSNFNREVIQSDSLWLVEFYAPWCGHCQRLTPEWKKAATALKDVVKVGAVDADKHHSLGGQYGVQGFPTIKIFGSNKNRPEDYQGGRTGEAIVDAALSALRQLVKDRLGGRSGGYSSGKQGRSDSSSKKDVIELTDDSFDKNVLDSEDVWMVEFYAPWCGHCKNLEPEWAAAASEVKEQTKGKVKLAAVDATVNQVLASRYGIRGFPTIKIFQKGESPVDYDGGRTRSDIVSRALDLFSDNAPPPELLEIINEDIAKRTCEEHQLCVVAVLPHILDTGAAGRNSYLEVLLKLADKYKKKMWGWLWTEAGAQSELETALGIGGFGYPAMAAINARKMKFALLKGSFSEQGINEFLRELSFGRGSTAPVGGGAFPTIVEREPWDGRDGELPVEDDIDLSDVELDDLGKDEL
SIRT5 block – SIRT5 desuccinylase inhibitors, primary screen, biochemical, fluorescence imaging, single point, set 5. inhibition, % at 15 µM. NAD-dependent protein deacylase sirtuin-5, mitochondrial (Homo sapiens), Q9NXA8. 330,000 tested, 1.1% active. AID 652115, 2013. Purified SirT5, succinyl-peptide AMC, trypsin-coupled fluorescence; in the data active = inhibition above about 15%; inconclusive = no clear call, values can overlap the other calls
S100A4 MyoIIA – inhibitors of S100A4-myosin IIA peptide binding, primary screen, biochemical, fluorescence polarization, TAMRA-MyoIIA peptide | Protein S100-A4 (Homo sapiens), P26447 | inhibition, % at 10.7 µM | 360,000 tested, 0.14% active;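 active = mean inhibition of at least 70% across replicates, with every replicate also reaching that level; inconclusive = mean inhibition reaches 70% but some replicates fall short; inactive = mean inhibition below 70%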
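Assay system: human S100A4 monomer with TAMRA-labelled myosin IIA peptide / Buffer or medium: Calcium-containing HEPES buffer, pH 7.2 / Reagent: TAMRA-labelled myosin IIA heavy-chain peptide probe, 5 nM / Compound: one dose per compound / Timing: polarization read 5 min after assay mix addition, stable 5–60 min / Benchmarks: neutral control DMSO, positive control TFP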
PglD DTNB – C. jejuni PglD acetyltransferase inhibitors, primary screen, biochemical, DTNB colorimetric, single point; UDP-N-acetylbacillosamine N-acetyltransferase PglD (Campylobacter jejuni); purified PglD enzyme, DTNB colorimetric CoA detection; 360,000 tested, 0.098% active; inhibition, % at 12.5 µM; in the data active = inhibition above about 16%, passing the limit was not always enough; inconclusive = no clear call, values can overlap the other calls; note: strong numbers were not always called active
E-selectin induc – E-selectin induction in HUVECs, primary screen, imaging, HUVEC, immunofluorescence imaging, single point; P16581; normalized: neutral wells 0, TNF-alpha wells 100; activation, % at 7.58 µM; 260,000 tested, 0.37% active;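 active = mean E-selectin-positive cell signal at least 10% of the positive control, reached in at least 60% of replicates, without over 20% cell loss; inconclusive = no rule given, readout overlaps actives, possibly toxicity-flagged; inactive = the rest, including those meeting only one limit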;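 note: in these data hits start at about 27%; measured in HUVEC primary endothelial cells; signal is the percent of cells scored E-selectin positive by PE staining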
Target sequence (P16581 whole entry, looked up): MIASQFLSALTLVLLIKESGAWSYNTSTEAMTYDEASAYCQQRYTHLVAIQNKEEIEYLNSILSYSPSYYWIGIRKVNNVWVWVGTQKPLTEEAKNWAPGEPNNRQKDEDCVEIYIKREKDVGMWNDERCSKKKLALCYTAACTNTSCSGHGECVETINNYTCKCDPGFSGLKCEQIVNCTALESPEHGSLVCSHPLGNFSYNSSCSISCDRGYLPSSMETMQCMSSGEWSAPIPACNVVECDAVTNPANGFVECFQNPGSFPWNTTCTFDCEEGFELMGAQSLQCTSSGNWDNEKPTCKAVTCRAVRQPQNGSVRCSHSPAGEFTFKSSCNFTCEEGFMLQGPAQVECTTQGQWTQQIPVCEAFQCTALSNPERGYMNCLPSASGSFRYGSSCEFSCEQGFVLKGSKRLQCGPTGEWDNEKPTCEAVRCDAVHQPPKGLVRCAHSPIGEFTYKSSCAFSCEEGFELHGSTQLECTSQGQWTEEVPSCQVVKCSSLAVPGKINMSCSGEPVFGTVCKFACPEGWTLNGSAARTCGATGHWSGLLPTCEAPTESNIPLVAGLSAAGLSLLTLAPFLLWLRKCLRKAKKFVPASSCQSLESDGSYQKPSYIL
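Test system: HUVEC; input: 3,000 HUVEC/well; measured by: immunofluorescence imaging; read-out: % PE-positive cells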
* = called active by the depositor; ? = inconclusive; / = not tested or not shown. An excerpt; count on the stated rates, not on these rows.

Each structure is followed by: Statin myotox sup	DENV2 CPE rescue	ERp5 inh	SIRT5 block	S100A4 MyoIIA	PglD DTNB	E-selectin induc
C[C@@H]1CN([C@@H](C)CO)S(=O)(=O)c2ccc(-c3cncnc3)cc2O[C@H]1CN(C)C(=O)c1cccc(F)c1
→ 5	5	-9	-1	-1	3	0.2
CCOc1ccc(C(=O)COC(=O)c2cccc(-n3cnnn3)c2)cc1
→ -5	1	3	-3	-2	3	0.1
CCCc1cc(N2CCCC(C(=O)NCc3ccc4c(c3)OCO4)C2)n2ncnc2n1 (centres undefined)
→ -4	-5	0	0	-5	-1	/
CCOC(=O)c1c(C)[nH]c(C(=O)OCC(=O)NCc2ccc(C)cc2)c1C
→ -18	?	6	-4	-3	-1	/
COc1cc(NC(=O)COC(=O)Cn2cnc3c2c(=O)n(C)c(=O)n3C)cc(OC)c1
→ -2	2	0	-4	0	-7	/
Cc1ccccc1NC(=O)C(C)n1c2ccccc2c2nc(=O)cc(C)n21 (centres undefined)
→ 3	12	-7	-4	-6	/	-1.6
Cn1c(=O)cc(N)n(Cc2ccccc2)c1=O
→ 8	-2	0	-2	6	-2	1.5
CN1C2C(Br)CCCCN2c2ccc(F)cc2S1(=O)=O (centres undefined)
→ 3	-4	3	-4	0	2	-0.1
COc1cccc(C(CNC(=O)C2CCN(C(=O)Nc3ccccc3)CC2)N(C)C)c1 (centres undefined)
→ 14	0	0	-2	4	4	-1.1
COc1ccc(/C=C/C(=O)NC(=S)N2CCOCC2)cc1
→ 12	0	-3	5	-6	-1	0.0
CC1CCN(c2nc(N(C)c3ccccc3)nc(N)c2[N+](=O)[O-])CC1
→ 7	-1	0	0	7	-4	-0.2
COc1ccc2c3c([nH]c2c1)[C@@H](CO)N(CC1CCCCC1)CC31CN(C(=O)C2CCOCC2)C1
→ /	-9	5	-1	-10	/	0.6
Cc1noc(C)c1S(=O)(=O)Nc1ccc2c(c1)CC(=O)N([C@@H](C)CO)C[C@@H](C)[C@H](CN(C)S(=O)(=O)c1ccccc1)O2
→ 7	-5	2	5	4	2	-0.1
Cc1cc(NC(=O)c2ccc([N+](=O)[O-])cc2)n(CCC#N)n1
→ 3	43*	1	-1	-7	1	2.7
CC(C)(C)NC(=O)C(=O)NNC(=O)c1cccc(Br)c1
→ /	8	-6	2	-10	/	-0.6
NCC[C@@H]1CC[C@@H](NC(=O)C2CC2)[C@@H](CO)O1
→ /	0	4	-3	-25	/	-0.2
COc1ccc(/C=C/C(=O)NCCn2c(C)cc3ccccc32)cc1OC
→ 9	4	0	-3	6	0	-1.6
N#Cc1ccc(-c2nc3c4ccccc4ccn3c2Cc2cccc(Cl)c2)cc1
→ 9	-3	-6	1	1	3	0.1
N#Cc1c(C(F)(F)F)cc(=O)n2c1[nH]c1ccccc12
→ -24	-3	2	-68	-3	-3	/
CN1CCN(C(=O)C[C@H]2C[C@@H]3c4cc(NC(=O)Nc5ccccc5)ccc4O[C@@H]3[C@H](CO)O2)CC1
→ 2	-3	/	/	/	9	-0.3
CC(C)CCN1C(=O)c2ccc(C(=O)Nc3ccccc3C(=O)O)cc2C1=O
→ /	-2	2	2	-2	/	0.1
COc1ccc(CN(C)C[C@@H]2Oc3ccc(NC(=O)Nc4ccc5c(c4)OCO5)cc3CC(=O)N([C@@H](C)CO)C[C@@H]2C)cc1
→ -73	10	/	1	-11	-8	1.0
O=C(O)c1cccnc1NC1CCCC1
→ 12	-4	-3	-1	1	-2	/
O=C(Oc1c(CN2CCOCC2)cc(Cl)c2cccnc12)c1ccccc1F
→ /	-4	1	1	2	/	/
CC(C(=O)NN)c1ccc([N+](=O)[O-])cc1 (centres undefined)
→ -5	4	0	-1	1	-1	-1.3
C[C@H]1CN([C@@H](C)CO)S(=O)(=O)c2ccc(C3=CCCCC3)cc2O[C@H]1CN(C)S(=O)(=O)c1cn(C)cn1
→ 4	-1	-1	0	26	6	0.2
C[C@@H]1CN([C@@H](C)CO)C(=O)c2cccc(NC(=O)C3CC3)c2O[C@@H]1CN(C)C(=O)Nc1ccc(C(F)(F)F)cc1
→ -3	4	7	4	0	2	0.4
C[C@H](CO)N1C[C@H](C)[C@@H](CN(C)Cc2cncnc2)Oc2ncc(-c3ccc(F)cc3)cc2C1=O
→ -14	-9	1	-4	2	4	0.9
COc1ccc(/C=C/C(=O)Oc2ccc(C)c(C)c2)cc1OC
→ /	0	-1	7	6	/	0.8
Cc1ccc(S(=O)(=O)N2CCOCC2)cc1NC(=O)CSc1nnc(N)s1
→ 8	/	-1	0	-3	/	2.6

A different layout for four compounds above:
Structure: CC(C(=O)NN)c1ccc([N+](=O)[O-])cc1 (centres undefined)
- Statin myotox sup: -5
- DENV2 CPE rescue: 4
- ERp5 inh: 0
- SIRT5 block: -1
- S100A4 MyoIIA: 1
- PglD DTNB: -1
- E-selectin induc: -1.3

Structure: CC(C)(C)NC(=O)C(=O)NNC(=O)c1cccc(Br)c1
- Statin myotox sup: /
- DENV2 CPE rescue: 8
- ERp5 inh: -6
- SIRT5 block: 2
- S100A4 MyoIIA: -10
- PglD DTNB: /
- E-selectin induc: -0.6

Structure: Cc1ccc(S(=O)(=O)N2CCOCC2)cc1NC(=O)CSc1nnc(N)s1
- Statin myotox sup: 8
- DENV2 CPE rescue: /
- ERp5 inh: -1
- SIRT5 block: 0
- S100A4 MyoIIA: -3
- PglD DTNB: /
- E-selectin induc: 2.6

Structure: CCOc1ccc(C(=O)COC(=O)c2cccc(-n3cnnn3)c2)cc1
- Statin myotox sup: -5
- DENV2 CPE rescue: 1
- ERp5 inh: 3
- SIRT5 block: -3
- S100A4 MyoIIA: -2
- PglD DTNB: 3
- E-selectin induc: 0.1

(more compounds)
Each structure is followed by: Statin myotox sup	DENV2 CPE rescue	ERp5 inh	SIRT5 block	S100A4 MyoIIA	PglD DTNB	E-selectin induc
O=C(Cn1ncc2c1-c1ccccc1OC2)Nc1ccc(S(=O)(=O)N2CCCCC2)cc1
→ 19	3	-1	3	2	0	2.8
CCCNC(=O)N1C[C@H](C)[C@@H](OC)CN(C)C(=O)c2cc(NS(C)(=O)=O)ccc2OC[C@@H]1C
→ -8	-1	5	-7	-25	-3	0.1
O=C(O)C1CCN(C(=O)c2cc(F)cc3c2OCOC3)CC1
→ /	?	2	-4	-14	-3	7.5
COc1cccc(N2CCN(c3ccc4nnc(CCC(=O)Nc5ccc(F)cc5)n4n3)CC2)c1
→ 3	6	7	1	-10	3	/
CO[C@H]1CN(C)C(=O)c2cc(NC(=O)c3ccccc3)ccc2OC[C@@H](C)N(C(=O)C2CC2)C[C@H]1C
→ 18	1	-19	-1	-10	-4	0.7
CCc1csc(CNC(=O)C2CCC(=O)N(Cc3cccc(OC)c3)C2)n1 (centres undefined)
→ -3	?	-2	/	-2	1	0.0
O=C(CCn1c(=O)sc2ccccc21)Nc1cccnc1
→ -76	/	-4	-6	-7	0	/
CC(OC(=O)c1nc(-c2ccccc2)n(-c2ccccc2)n1)C(=O)Nc1cc(Cl)cc(Cl)c1 (centres undefined)
→ -1	/	-7	-2	10	/	0.3
O=S(=O)(NC1CCN(Cc2ccc(OCCO)cc2)CC1)c1cccc2cccnc12
→ /	8	-2	/	-7	2	/
COc1ccc(NC(=O)N(C)C[C@@H]2Oc3ncc(C#CC(C)C)cc3C(=O)N([C@H](C)CO)C[C@H]2C)cc1
→ 6	6	-2	-2	-4	-2	0.0
COc1ccc(OC)c(S(=O)(=O)NCCCn2ccnc2)c1
→ 0	7	3	1	1	1	-0.1
O=S(=O)(Nc1cccnc1Cl)c1ccc(F)cc1
→ 17	7	4	-4	-5	2	0.0
CO[C@H]1CN(C)C(=O)c2ccc(NC(=O)c3ccno3)cc2OC[C@@H](C)N(S(C)(=O)=O)C[C@H]1C
→ /	-10	2	17*	-4	/	0.1
Cc1cc(NC(=O)COC(=O)C2CCC(=O)N2)c([N+](=O)[O-])cc1C (centres undefined)
→ ?	1	1	3	0	-3	0.0
CCCC#Cc1ccc2c(c1)O[C@H](CN(C)C(=O)COC)[C@H](C)CN([C@@H](C)CO)S2(=O)=O
→ -10	4	1	5	-8	0	0.3
Cc1ccc(S(=O)(=O)NCC(=O)NNC(=O)c2ccc(Br)cc2)cc1C
→ -4	2	-1	/	-6	-4	0.2
Cc1ccc(-c2nnn(CC(=O)N(CC(=O)NC3CCCC3)c3ccc(F)cc3)n2)o1
→ -8	-1	-4	1	1	0	-0.1
Cc1ccc(OCc2nc(C#N)c(N3CCCCC3)o2)cc1
→ /	-3	0	-1	-7	/	-1.0
NC(=O)c1ncn([C@@H]2O[C@H](C(=O)N[C@H](Cc3c[nH]c4ccccc34)C(=O)N3CCN(C(=O)N4CCCCC4)CC3)[C@@H](O)[C@H]2O)n1
→ /	0	6	-3	-5	/	0.0
Cc1cccc(C)c1OCc1cc(C(=O)N2CCNC(=O)C2)no1
→ 5	1	-11	-6	7	-2	/
COc1ccc(N2C(=O)CS/C2=N\C(=S)Nc2ccccc2)cc1
→ -3	16	3	-6	2	-5	/
COc1ccc2[nH]c3c(c2c1)CNCC3
→ 12	-3	2	/	-3	3	0.0
Cc1ccc(C2c3c(n[nH]c3C(C)C)C(=O)N2c2ccccc2)cc1 (centres undefined)
→ /	-14	5	1	1	/	0.0
Nc1nc(Nc2ccccc2F)nc(N2CCCC2)c1[N+](=O)[O-]
→ -4	5	2	-2	-6	-4	0.7
C[C@H]1CN([C@@H](C)CO)C(=O)Cc2cc(NS(C)(=O)=O)ccc2O[C@@H]1CN(C)Cc1ccc(C(F)(F)F)cc1
→ 1	14	-3	1	67	3	-0.1
C=C[C@@H]1c2ccccc2N(S(=O)(=O)c2ccc(C)cc2)[C@H](c2ccc(C(=O)OC)cc2)C1(C#N)C#N
→ -1	-8	3	-1	-1	-6	0.0
COc1cc(/C=N\NC(=O)c2ccc(-c3ccccc3)cc2)cc(OC)c1OC(C)=O
→ /	0	4	0	-2	4	-0.2
NC(=O)c1ncc(C(F)(F)F)cc1Oc1cccnc1
→ /	6	9	0	-6	/	/
COc1cc(O)c(C(CCN2CCCC2)c2ccc(N(C)C)cc2)c(OC)c1 (centres undefined)
→ -3	?	0	/	19	1	1.5
CCNC(=O)C1(C)CCCN(C(=O)c2cccc(C)c2C)C1 (centres undefined)
→ 6	19	-7	/	3	-98	0.3
Cc1cccc(-c2ccc([C@@H]3[C@H](CO)N4CCCCN(Cc5ccncc5)C[C@@H]34)cc2)c1
→ /	-7	10	-1	1	0	-0.3
